Screens (PubChem BioAssay)
GPR35 arrestin U2OS = GPR35 antagonists blocking zaprinast-driven arrestin recruitment, primary screen, imaging, U2OS, beta-arrestin-GFP, zaprinast agonist (AID 2058); U2OS GPR35 beta-arrestin-GFP translocation imaging, zaprinast antagonism; higher % means a stronger effect; inhibition, % at 10 µM; hits with a dose series show IC50 in µM; 0.052% of 290,000 active;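 active = inhibition of at least 50% with at least 30 cells and total cytoplasm GFP at most 10,000,000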
MgcRacGAP inhibition = MgcRacGAP GTPase-activating activity inhibitors, confirmation, biochemical, ADP Hunter fluorescence; AID 624330; one-dose inhibition, % at 30 µM; IC50 in µM for titrated hits; 0.6% of 340,000 active; MgcRacGAP-stimulated Rac1 GTP hydrolysis, ADP Hunter fluorescence; higher % means a stronger effect; GST-tagged Rac1 F28L mutant substrate;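 active = first-screen hits whose inhibition reached a set limit at any dose in the follow-up dose series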;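 note: fluorescence reports GDP produced by GAP-driven GTP hydrolysis; strong numbers were not always called active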
GPR55 LPI antagonism = inhibition of LPI-stimulated GPR55 beta-arrestin translocation – imaging, U2OS, beta-arrestin-GFP, LPI agonist, primary screen (AID 2013) | U2OS GPR55 beta-arrestin-GFP translocation imaging, LPI antagonism; higher % means a stronger effect | 0.13% of 290,000 active | inhibition, % at 10 µM, or IC50 in µM where a hit was titrated;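 active = spots per cell inhibited over 60%, with over 100 cells counted and total cytoplasm intensity under 500,000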;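 note: U2OS cells stably carrying GPR55 and arrestin-GFP stimulated by 5 µM LPI near EC80; imaged beta-arrestin-GFP aggregate spots per cell after agonist stimulation; plate controls were LPI-stimulated DMSO wells for no effect and DMSO wells without LPI for full effect; some results filed as inactive read as strong as hits; confirmed hits need IC50 under 10 µM and bright autofluorescent wells are also inconclusive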
RSV CPE inhibition = RSV antiviral activity via CPE protection, HEp-2 cells, primary 10 µM value included (AID 2391). HEp-2 cells, RSV-induced CPE inhibition; higher % means a stronger effect. CPE inhibition, % at 10 µM, or IC50 in µM where a hit was titrated. 0.13% of 310,000 active; in the data active = a potency from the dose series; note: strong numbers were not always called active
PhoP inhibition = inhibitors of PhoP regulon expression, primary screen, Salmonella Typhimurium, GFP reporter (AID 1863). inhibition, % at 50 µM; hits with a dose series show IC50 in µM. 0.16% of 300,000 active. S. Typhimurium PhoP-regulated promoter GFP reporter, 4 h; higher % means a stronger effect;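 active = inhibition over 29.93%, a cutoff 3 SD above the screen mean, later confirmed by dose response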;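 note: 0% = low Mg2+ inducing control and 100% = high Mg2+ repressing control; strong numbers were not always called active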
HIV peptide binding = inhibitors of HIV fusion peptide binding, primary screen, biochemical, uHTS, fluorescence dequenching (AID 1986); cell-free peptide binding, fluorescence dequenching, 30 min; higher % means a stronger effect; one-dose inhibition, % at 20 µM; IC50 in µM for titrated hits; 0.3% of 290,000 active; in the data active = inhibition mostly above about 52%, no sharp cut-off; inactive = mostly below about 76%; note: some results filed as inactive read as strong as hits
NS5 inhibitors = flavivirus cap methylation enzyme inhibition – biochemical, confirmation dose response, primary screen (AID 588689). inhibition, % at 25 µM; hits with a dose series show IC50 in µM. 0.3% of 340,000 active. Dengue-2 NS5 methyltransferase capping enzyme assay, biochemical; higher % means a stronger effect; in the data active = a potency from the dose series
Large T inhibition = TAg ATPase/helicase activity blockers – biochemical (AID 1903); inhibition, % at 20 µM, or IC50 in µM where a hit was titrated; SV40 large T antigen ATPase/helicase inhibition assay; higher % means a stronger effect; 0.39% of 310,000 active; in the data active = a potency from the dose series; note: strong numbers were not always called active
K1F lysis inhibition = protection from phage-mediated lysis, alamar blue read-out – E. coli UTI89, K1F phage, bacterial capsule biogenesis inhibitors (AID 488966). E. coli UTI89 K1F phage lysis, alamar blue, 2 h; higher % means a stronger effect. one-dose inhibition, % at 100 µM; IC50 in µM for titrated hits. 0.02% of 340,000 active;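 active = phage lysis inhibition, versus mean bacterial control, above a set limit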;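 note: capsule biogenesis inhibitors block K1F phage lysis so surviving cells raise fluorescence; higher fluorescence means more inhibition of phage lysis; actives were called in the ten point dose series up to 300 µM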
NS5 inhibitors pilot replicate = recorded beside NS5 inhibitors, whose call it bears; inhibition, %; measured here: pilot screen replicate inhibition
* hit, by the source's call; nt = no result given; [ ] = remark or other dose.

Start of the data: the first ten compounds (preview)
SMILES	GPR35 arrestin U2OS	MgcRacGAP inhibition	GPR55 LPI antagonism	RSV CPE inhibition	PhoP inhibition	HIV peptide binding	NS5 inhibitors	Large T inhibition	K1F lysis inhibition	others
CCN1CCc2c(sc(NC(=O)c3ccc(S(=O)(=O)N(C)c4ccccc4)cc3)c2C(=O)NC)C1	5%	0%	-7%	0.7%	1%	59%	-17%	2%	0.5%
C=CCc1ccc(OCc2ccc(C(=O)O)o2)c(OC)c1	17%	2%	-7%	1.1%	8%	1.9%	3%	8%	0.0%
CCN(CC)S(=O)(=O)c1ccc(Cl)c(C(=O)Nc2cc(C)nn2-c2ccccc2C(F)(F)F)c1	-2%	nt	-5%	2.3%	-13%	2.6%	nt	13%	nt
CCOC(=O)CCCn1nc(C)n2c(cc3sccc32)c1=O	-14%	7%	-3%	2.6%	0%	-0.5%	0%	10%	-0.1%
O=C(O)[C@@H]1[C@@H]2C[C@@H]2CN1c1ncccc1[N+](=O)[O-]	2%	9%	6%	1.1%	-3%	29%	-1%	14%	1.2%
C=CCn1c(SCC(N)=O)nnc1-c1cc(Br)ccc1O	6%	6%	16%	-0.4%	-8%	-3.3%	-6%	-2%	0.5%
CCOC(=O)c1cnc2c(c(C)nn2CC)c1NCCN1CCOCC1	10%	8%	-6%	3.0%	4%	-1.8%	-8%	13%	-0.2%
CCCCCn1c(N)c(-c2nc3ccccc3s2)c2c([N+](=O)[O-])nn(CC)c(=O)c21	-9%	0%	27%	11%	1%	-4.7%	-5%	11%	0.9%
CCOC(=O)c1c(C)n(-c2ccccc2)c2ccc(OCCN(C)C)cc12	-4%	4%	-1%	-3.7%	4%	-1.2%	-1%	-17%	0.3%
Nc1nonc1-c1nc2ccccc2n1Cc1ccccc1	-4%	4%	3%	0.3%	-1%	0.7%	-7%	7%	-1.1%

The whole of this part, from the first entry:
SMILES	GPR35 arrestin U2OS	MgcRacGAP inhibition	GPR55 LPI antagonism	RSV CPE inhibition	PhoP inhibition	HIV peptide binding	NS5 inhibitors	Large T inhibition	K1F lysis inhibition	others
CCN1CCc2c(sc(NC(=O)c3ccc(S(=O)(=O)N(C)c4ccccc4)cc3)c2C(=O)NC)C1	5%	0%	-7%	0.7%	1%	59%	-17%	2%	0.5%
C=CCc1ccc(OCc2ccc(C(=O)O)o2)c(OC)c1	17%	2%	-7%	1.1%	8%	1.9%	3%	8%	0.0%
CCN(CC)S(=O)(=O)c1ccc(Cl)c(C(=O)Nc2cc(C)nn2-c2ccccc2C(F)(F)F)c1	-2%	nt	-5%	2.3%	-13%	2.6%	nt	13%	nt
CCOC(=O)CCCn1nc(C)n2c(cc3sccc32)c1=O	-14%	7%	-3%	2.6%	0%	-0.5%	0%	10%	-0.1%
O=C(O)[C@@H]1[C@@H]2C[C@@H]2CN1c1ncccc1[N+](=O)[O-]	2%	9%	6%	1.1%	-3%	29%	-1%	14%	1.2%
C=CCn1c(SCC(N)=O)nnc1-c1cc(Br)ccc1O	6%	6%	16%	-0.4%	-8%	-3.3%	-6%	-2%	0.5%
CCOC(=O)c1cnc2c(c(C)nn2CC)c1NCCN1CCOCC1	10%	8%	-6%	3.0%	4%	-1.8%	-8%	13%	-0.2%
CCCCCn1c(N)c(-c2nc3ccccc3s2)c2c([N+](=O)[O-])nn(CC)c(=O)c21	-9%	0%	27%	11%	1%	-4.7%	-5%	11%	0.9%
CCOC(=O)c1c(C)n(-c2ccccc2)c2ccc(OCCN(C)C)cc12	-4%	4%	-1%	-3.7%	4%	-1.2%	-1%	-17%	0.3%
Nc1nonc1-c1nc2ccccc2n1Cc1ccccc1	-4%	4%	3%	0.3%	-1%	0.7%	-7%	7%	-1.1%
CC1CCCCN1C(=O)c1ccccc1OC1CCN(S(C)(=O)=O)CC1 (centres undefined)	1%	-2%	3%	0.5%	-10%	-0.6%	-9%	-1%	0.0%
O=C(CCOc1ccccc1)Nc1cccc(S(=O)(=O)Nc2ccccc2Cl)c1	-10%	8%	4%	17%	-2%	1.1%	-4%	4%	0.3%[50 µM]
CCN(CC)C(=O)c1ccc(-c2nnc(Nc3ccc(C(=O)N(C)C)cc3)c3ccccc23)cc1	-12%	10%	8%	-0.7%	1%	2.2%	-3%	-1%	0.1%	NS5 inhibitors pilot replicate=2.7
N#CCc1ccc(NC(=O)Nc2cccc3ccccc23)cc1	-1%	6%	9%	0.6%	nt	-2.3%	-7%	-4%	0.1%
CCOC(=O)N/N=C(\C)c1ccc(Br)cc1	5%	11%	-1%	0.0%	2%	59%	-6%	1%	0.1%
COc1cc(CNC2CCCCCCC2)ccc1OCC(N)=O	7%	12%	12%	-0.9%	5%	-2.1%	-1%	9%	0.2%	NS5 inhibitors pilot replicate=1.8
COc1ccc(-c2nnn(Cc3ccccc3F)n2)cc1	4%	9%	8%	2.8%	5%	0.4%	6%	8%	0.9%
COc1ccc(NC(=O)C/C(C)=N/NC(=O)C(=O)Nc2cccc(Cl)c2C)c(OC)c1	-6%	8%	8%	0.5%	-8%	0.7%	-6%	8%	0.3%
COc1cc2c(cc1OC)C1=C(C#N)CN(C3CCCCC3)CN1CC2	-18%	-6%	-3%	1.2%	1%	-0.1%	-3%	26%	2.8%
Cn1c(C(=O)OC(C(=O)NC2CCCCC2)c2ccccn2)cc2sccc21 (centres undefined)	-4%	11%	18%	3.2%	-2%	-1.2%	-3%	11%	0.5%
CCOc1ccc(N(CC(=O)N2CCOCC2)S(=O)(=O)c2ccc(Cl)cc2)cc1	2%	-1%	-4%	0.9%	-7%	3.4%	0%	14%	-0.6%
COc1ccc(Nc2nc3ccc(C)cc3n3cnnc23)cc1Cl	15%	9%	3%	0.1%	nt	-0.9%	1%	4%	0.0%
COc1cccc(NC(=O)C23CCC(C)(C(=O)O2)C3(C)C)c1 (centres undefined)	-1%	5%	-8%	1.0%	1%	-0.1%	-5%	5%	2.0%
Cc1ccc(NC2CCCN(C(=O)c3cccnc3)C2)cc1C (centres undefined)	-4%	17%	19%	2.5%	-5%	-2.0%	-8%	15%	1.5%[50 µM]
Nc1c(C(=O)Nc2ccccc2F)sc2nc(-c3cccnc3)ccc12	16%	11%	7%	0.3%	-5%	0.3%	16%	5%	0.4%
COc1ccc(-c2csc3ncnc(N4CCN(S(=O)(=O)c5cccs5)CC4)c23)cc1	nt	-3%	nt	14%	5%	nt	3%	9%	0.3%[50 µM]
O=C(CNC(=O)c1ccccc1)NCc1ccc(Cl)cc1	-8%	2%	-4%	-2.4%	5%	1.7%	-14%	3%	-0.1%
Cc1ccc(N(C)C(=O)CCNC(=O)Cn2cnc3ccccc3c2=O)cc1C	-24%	0%	-10%	1.6%	3%	0.3%	-9%	1%	0.3%
CCn1c(NC(C)=O)nc2ccccc21	-5%	11%	6%	1.4%	-6%	-2.0%	-7%	2%	0.6%
CN1CCN(S(=O)(=O)c2cccc(C(=O)N(Cc3nnc(-c4ccccc4Cl)o3)C3CC3)c2)CC1	8%	12%	7%	1.1%	5%	1.3%	1%	11%	-0.1%
CCC1(C(=O)OC)NC(c2ccco2)C2C(=O)N(c3ccc(C)cc3)C(=O)C21 (centres undefined)	16%	4%	-11%	2.0%	0%	0.2%	-6%	16%	0.8%
CC(NC(=O)CN1C(=O)NC2(CCCCC2C)C1=O)c1ccccc1 (centres undefined)	nt	4%	nt	1.5%	nt	nt	0%	nt	2.0%[50 µM]
O=C(Oc1cccc(C(=S)N2CCOCC2)c1)c1ccc([N+](=O)[O-])cc1	18%	10%	-14%	1.5%	6%	-3.0%	-2%	6%	-0.3%
O=C(Nc1ccccc1)N(CCN1CCOCC1)Cc1cccc(Cl)c1	-1%	-5%	11%	0.1%	-2%	1.0%	-7%	7%	-3.3%
CCOc1ccc2cc(S(=O)(=O)N3CCCCC3)ccc2c1	5%	14%	-2%	3.3%	2%	1.0%	-6%	8%	0.2%
CC(C)C[C@H](N)C(=O)N1CCC(C(=O)N[C@H](C(=O)NCc2ccc(F)cc2)C(C)C)CC1	-4%	-8%	8%	0.4%	-7%	3.7%	-5%	2%	4.4%
COc1ccc(CN(C(=O)COc2ccccc2)c2ccccc2C(=O)O)cc1	13%	2%	11%	0.2%	-7%	1.9%	-10%	11%	-0.2%
COc1cnc(N(C)C)nc1Sc1cccc(Cl)c1	-8%	10%	-9%	3.5%	8%	1.2%	0%	7%	2.0%
Nc1nc(SCC(=O)c2cccc([N+](=O)[O-])c2)n[nH]1	1%	19%	2%	0.6%	-6%	-0.7%	-10%	8%	0.2%
COC(=O)c1ccc(OC)c(OC)c1Cl	-17%	-1%	-1%	2.0%	-3%	-1.8%	1%	13%	0.5%
CCCCn1c(SCC(=O)N2CCOCC2)nc2ccccc2c1=O	-6%	1%	1%	1.8%	5%	0.9%	5%	12%	-0.8%
Cc1ccnc2nc(C(=O)OCCOc3cccc(Br)c3)nn12	11%	-8%	-14%	0.7%	14%	-3.8%	-8%	14%	2.7%
Cc1ccc2nc(Cl)c(C3CC(c4ccco4)=NN3C(=O)CCCC(=O)O)cc2c1 (centres undefined)	-13%	8%	0%	0.1%	-7%	6.5%	1%	22%	-0.1%
CC(C)NC(=O)COc1ccc(OCc2ccccc2)cc1	5%	12%	2%	0.1%	-4%	-0.3%	-2%	19%	-0.2%
CN1CCN(C(=O)C2(NC(=O)Nc3ccccc3Cl)CCCCC2)CC1	13%	11%	13%	-0.9%	4%	0.0%	9%	20%	0.5%
O=C(c1ccco1)c1n[nH]nc1-c1ccccc1	2%	11%	-6%	0.1%	-7%	2.8%	2%	4%	0.6%
CN1CCC(=O)N([C@H](CO)Cc2ccccc2)CC1	-4%	12%	-1%	6.3%	-8%	-0.9%	-6%	21%	1.1%
Cc1cc(OCC(=O)NNC(=O)CCc2ccccc2)ccc1Br	4%	5%	-12%	0.3%	2%	0.8%	-1%	-3%	0.7%
COc1ccc(CCNC(=O)c2cc3cccc(OC)c3oc2=O)cc1OC	-3%	10%	-1%	3.2%	-3%	-0.9%	2%	10%	0.2%
O=C(Cn1nnc(-c2ccccc2NC(=O)c2ccccc2)n1)Nc1ccc2c(c1)OCCO2	-12%	2%	-5%	-0.6%	-2%	-3.8%	-10%	1%	0.1%
COc1ccc(-n2cnnc2SCC(=O)Nc2ccc(N3CCOCC3)cc2)cc1	8%	13%	6%	0.7%	5%	-1.3%	1%	29%	0.6%
Cc1ccc(-c2csc(NC(=O)CCCc3cccs3)n2)cc1	5%	10%	0%	1.5%	2%	-0.4%	-6%	-1%	-0.1%
CC(=O)c1ccc(OC(=O)c2cccs2)cc1	5%	8%	6%	0.2%	8%	-0.8%	-2%	0%	5.9%
